CaV13 ICDI inh = Disruptors of the CACNA1D IQ motif to Ca2+-dependent inactivation inhibitor domain association, primary screening, Förster resonance energy transfer in intact living …. AID 743397. hit rate 0.098% among 340,000. HEK cells, CFP/YFP FRET ICDI-IQ, plate reader, 10 min; percent FRET-ratio fall versus neutral wells. inhibition, % at 12.3 µM;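 active = mean replicate inhibition of at least 30% and at least 1% of replicates passing that level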;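 also: 0% = median of the neutral control wells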
N-glyco inh = increase of ERlucT glycosylation luciferase signal, primary screen, N-linked glycosylation inhibitor project, D54 ERlucT cells, luminescence, set 2; hit rate 0.23% among 360,000; reporter increase, % at 12.5 µM; AID 588692, 2011; D54 ERlucT glycosylation luciferase reporter, 24 h; percent of 100 nM tunicamycin response;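 active = mean luciferase reporter signal, scaled so untreated is 0 and the glycosylation-blocking control 100, at or above a set limit in every replicate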;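 also: luciferase carries N-glycosylation sites so blocking glycosylation raises the light; 0% = median of neutral control wells and 100% = median of 100 nM tunicamycin wells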
MC4R ag barr = MC4R agonists recruiting beta-arrestin, primary screen, cell-based, luminescence, agonist arm of biased-ligand search | Melanocortin receptor 4 (Homo sapiens), P32245 | U2OS MC4R beta-arrestin complementation; percent of melanotan II response, DMSO zero | activation, % at 8.9 µM | hit rate 0.98% among 360,000;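 active = activation above a per-plate cutoff, the mean activation of sample wells on that plate plus 3 SD, cut at about 8% in these data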
ABHD5 PLIN5 PPI = ABHD5-PLIN5 interaction inhibitors, primary screen, cell lysate, split luciferase complementation, luminescence | Perilipin-5 (Homo sapiens) + 1-acylglycerol-3-phosphate O-acyltransferase ABHD5 (Homo … | hit rate 0.78% among 360,000 | Split G. princeps luciferase complementation, 4 h | inhibition, % at 4 µM | AID 602281, 2012;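 active = inhibition above the mean inhibition across every tested compound plus 3 SD, cut at about 22% in these data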;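 also: 0% = DMSO only wells and the 100% control is not disclosed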
Target sequence (Q00G26 whole entry, looked up): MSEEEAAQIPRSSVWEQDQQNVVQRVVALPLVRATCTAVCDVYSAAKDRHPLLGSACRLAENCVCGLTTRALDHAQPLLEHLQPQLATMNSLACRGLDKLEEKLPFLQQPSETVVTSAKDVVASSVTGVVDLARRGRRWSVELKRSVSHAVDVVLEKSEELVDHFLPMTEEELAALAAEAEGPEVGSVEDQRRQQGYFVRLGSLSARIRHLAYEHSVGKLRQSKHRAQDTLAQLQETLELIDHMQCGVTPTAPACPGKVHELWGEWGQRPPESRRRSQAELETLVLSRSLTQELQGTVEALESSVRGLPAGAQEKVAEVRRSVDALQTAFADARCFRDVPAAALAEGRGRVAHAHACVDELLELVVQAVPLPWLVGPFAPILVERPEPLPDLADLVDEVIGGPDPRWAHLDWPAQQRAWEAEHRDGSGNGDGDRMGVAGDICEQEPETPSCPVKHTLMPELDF
Target sequence (Q8WTS1 whole entry, looked up): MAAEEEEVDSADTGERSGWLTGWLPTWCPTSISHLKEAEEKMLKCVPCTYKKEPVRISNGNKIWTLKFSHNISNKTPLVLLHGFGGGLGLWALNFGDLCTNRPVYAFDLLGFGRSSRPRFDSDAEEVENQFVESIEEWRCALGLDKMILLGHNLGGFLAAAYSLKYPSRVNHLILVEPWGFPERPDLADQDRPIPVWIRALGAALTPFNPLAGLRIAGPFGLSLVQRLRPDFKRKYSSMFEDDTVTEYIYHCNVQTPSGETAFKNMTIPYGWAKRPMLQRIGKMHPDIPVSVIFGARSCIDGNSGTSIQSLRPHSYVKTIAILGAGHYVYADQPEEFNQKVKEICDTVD
MC4R antagonist = MC4R antagonists of cAMP signaling, primary screen, cell-based, TR-FRET, antagonist arm of biased-ligand search. AID 540295, 2011. hit rate 0.48% among 360,000. inhibition, % at 6.5 µM. MC4R-expressing cells, MTII-stimulated cAMP, LANCE TR-FRET;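 active = inhibition above its plate's cutoff, the mean of tested wells on that plate plus 3 SD, cut at about 29% in these data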;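 also: 0% = Melanotan II alone and 100% = Melanotan II plus saturating MCL0020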
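system = U2OS cells with stable human MC4R expression | also added = Melanotan II challenge after compound preincubation | dosing = one concentration, 6.5 µM nominal | incubation = compound 30 min, challenge 1 h, detection 1 h | measured by = TR-FRET with Eu-cAMP and labeled anti-cAMP, 671 nm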
PDI turbidity = inhibitors of human PDI, primary screen, biochemical, turbidity, single point, plate reader. inhibition, % at 10 µM. AID 588391, 2011. Protein disulfide-isomerase (Homo sapiens), P07237. PDI insulin aggregation turbidity, A650, 90 min. hit rate 0.052% among 350,000;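 active = mean inhibition across replicates of 30% or more, whatever share of single replicates reach that level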;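 also: absorbance from insulin aggregation driven by PDI reduction with DTT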
Exocytosis inh = LAMP-1 surface exposure blockers, TALL-104 cells – cell-based, flow cytometry, MLPCN library, primary screen; TALL-104 LAMP-1 surface exposure; cells stimulated with thapsigargin and PMA; inhibition, % at 10 µM; hit rate 0.66% among 360,000; AID 651702, 2012;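 active = inhibition above about 55%, limit read from the data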
Cardio protect = cardioprotection against H2O2-induced cell death, primary screen, uHTS, H9c2 cells, ATPLite luminescence | AID 588492, 2011 | protection from H2O2 cell death, % at 20 µM | hit rate 0.63% among 360,000 | H9c2 cardiomyocytes, H2O2 injury protection, 2 h;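 active = compounds giving at least 50% protection of heart cells from peroxide-induced death in the single-dose screen, raw or plate-pattern-corrected value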;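 also: 0% = DMSO wells with peroxide and 100% = DMSO wells without peroxide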
m5-HT2A agonist = mouse Htr2a agonists via beta-arrestin recruitment, primary screen, cell-based, luminescence; CHO-K1 mHTR2A beta-arrestin complementation; percent of 30 µM serotonin response; activation, % at 7.6 µM; hit rate 0.66% among 360,000;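 active = activation above a run cutoff, the mean activation of all tested compounds plus 3 SD, cut at about 14% in these data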;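 also: 0% = plate median of compound wells and 100% = 30 µM serotonin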
ABCB6 inh MLPCN = ABCB6 transporter inhibitors, primary screen, K562-ABCB6 cells, flow cytometry, MLPCN library. ATP-binding cassette sub-family B member 6 (Homo sapiens), Q9NP58. K562-ABCB6 porphyrin accumulation, 1 h; hits give low values. fluorescence ratio to DMSO, % at 10 µM. hit rate 0.19% among 360,000. AID 602162, 2011;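 active = fluorescence ratio to DMSO below 75%, the collection mean minus 3 SD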;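 also: signal is porphyrin accumulated inside mitochondria; 100% equals median channel fluorescence of DMSO control wells; lower ratio means ABCB6 inhibition with less porphyrin fluorescence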
The depositor's hits bear a star; . = not tested or not shown. Some of the compounds tested; the hit share may differ from the screen's.

SMILES	CaV13 ICDI inh	N-glyco inh	MC4R ag barr	ABHD5 PLIN5 PPI	MC4R antagonist	PDI turbidity	Exocytosis inh	Cardio protect	m5-HT2A agonist	ABCB6 inh MLPCN
CC1(C)CC(n2[nH]c(=O)c3c2NC(=O)CSC3c2ccccc2)CCO1 (configuration not stated)	1	1	-2.0	-4	4	2	-2	3	0	88
Brc1ccc(-[n+]2c(-c3ccccc3)cc(-c3ccccc3)cc2-c2ccccc2)cc1	-5	11	0.7	8	3	-8	-3	-9	3	92
CCCCn1c(O)c(C(CC)=Nc2ccc(C(=O)O)cc2)c(=O)[nH]c1=O	-3	2	-3.0	-22	3	-1	3	6	-2	98
CCN(CC)c1ccc(C=C2C(=O)N(C)C(=S)N(C)C2=O)o1	-5	3	-2.7	4	2	-3	0	5	0	118
CSc1ccc(CNC2CN3CCC2CC3)cc1 (configuration not stated)	-9	0	-1.9	4	1	-3	-6	1	1	98
CC12CCC3C(CCC4CC(=O)C(C(O)C(F)(F)F)CC43C)C1CCC2O (configuration not stated)	-4	1	-0.2	2	1	-5	-2	6	3	95
COc1ccc(O)c(CN2CCCC(C(=O)c3sccc3C)C2)c1 (configuration not stated)	2	0	-2.0	1	-1	-2	0	2	-9	91
COc1ccc(-n2c(-c3ccccc3Br)nc3ccccc3c2=O)cc1	-13	-2	-1.9	-9	-2	-15	0	-2	4	99
CCc1ccc(NC2=NCCCS2)cc1	-5	-2	0.0	9	17	-4	-11	2	-7	103
CC(C)OC(=O)C1C2c3ccccc3C(c3ccccc32)C1C(=O)O (configuration not stated)	-6	0	-0.1	3	-3	1	2	0	9	98
CCCCCSc1cc(OC)c(CCN(C)C)cc1OC	-1	0	-0.9	7	-10	4	2	-5	8	96
COc1ccc(OCC(=O)N2CCCC(N3CCN(c4ccccc4C)CC3)C2)cc1 (configuration not stated)	-3	-2	0.7	3	1	4	0	-2	2	94
O=C(O)c1cccc2c1NC(C(=O)O)C1CC(Sc3ccccc3[N+](=O)[O-])C(Cl)C21 (configuration not stated)	-4	-1	-4.8	9	0	12	-10	-2	-3	98
CCCCN1C(=O)NC(=O)C2(Cc3ccccc3N3CCOCC32)C1=O (configuration not stated)	-5	2	1.6	0	16	3	0	0	5	105
CN1C(=O)C(Cc2cccc3ccccc23)C(=O)N(C)C1=O	.	2	-1.7	-10	-1	-3	-5	1	-3	103
c1ccc(CNC2=NCCS2)cc1	.	-1	-1.6	0	1	5	1	9	-7	99
Nc1ncnc2c1ccn2[C@@H]1O[C@H](CO)[C@@H](O)[C@H]1O	.	-22	0.1	3	45*	.	-3	-14	3	99
O=S(=O)(c1ccc(F)cc1)N1CCCCC1c1cccnc1 (configuration not stated)	-2	1	-2.7	-2	-6	-1	-9	1	-4	98
OCC[N+]12CCC(CC1)C(C(O)(c1ccccc1)c1ccccc1)C2 (configuration not stated)	-3	1	0.8	0	7	-3	3	-2	-2	90
CC(=O)O[C@@]12CO[C@@H]1C[C@H](OC1OCC(O)C(O)C1O)[C@@]1(C)C(=O)[C@H](O)C3=C(C)[C@@H](OC(=O)[C@H](O)[C@@H](NC(=O)c4ccccc4)c4ccccc4)C[C@@](O)([C@@H](OC(=O)c4ccccc4)C12)C3(C)C (some centres not stated)	.	14	-0.4	3	-2	.	-4	2	-4	106
N#Cc1c(/N=C/C2C(=O)NC(=S)NC2=O)sc2c1CCCC2	-5	3	-1.5	-27	3	5	-2	5	15*	138
O/N=C1\CCC2CN(C3CCCCC3)CC2C1 (configuration not stated)	-5	1	1.4	1	9	0	1	15	-1	94
O=c1[nH]c(=O)n(-c2ccccc2)c(O)c1/C=C/C=Nc1ccccc1	0	0	0.1	5	-20	-10	-5	-1	3	115
Cc1ccc(-n2c(=S)[nH]c3ccc(C)cc3c2=O)cc1	-7	-4	1.0	-2	12	0	-3	-1	2	105
C[N+]1(C)CCC(OC(=O)C(c2ccccc2)c2ccccc2)CC1	-5	2	-0.2	3	7	0	0	-7	-1	101
Cc1ccc(-n2c(O)c(/C=N/N3CCCCCC3)c(=O)[nH]c2=O)cc1C	-13	7	0.1	-7	0	-4	4	9	6	90
Cc1cc(/C=C2\C(=O)NC(=O)N(c3ccc(F)cc3)C2=O)c(C)n1-c1ccc(C(=O)O)cc1	-8	3	-0.8	8	4	-11	6	3	3	98
COc1ccc2c(CCN)c[nH]c2c1	.	1	1.4	-3	-2	-4	0	10	12	99
O=c1[nH]c(=S)n(-c2ccccc2F)c(O)c1C=Nc1ccc(N2CCOCC2)cc1	-170	5	-2.5	-37	-13	-2	-4	0	6	102
CCn1c(=O)cc(OCC(=O)N2CCN(Cc3ccc4c(c3)OCO4)CC2)c2ccccc21	-5	5	-0.7	1	3	0	0	10	-3	92
CCOP(=O)(OCC)C(NC(=O)c1ccccc1C)C(Cl)(Cl)Cl (configuration not stated)	-6	0	3.0	-7	27	4	3	5	4	104
ClCCN(CCCl)c1ccc(C=NNc2ncccn2)cc1	-2	-5	-3.0	2	-13	-62	-2	-4	-4	99
CN(C)C=C1C(=O)N(C2CCCCC2)C(=O)N(C2CCCCC2)C1=O	-1	2	-1.9	10	2	7	-3	0	-1	95
CC(C)C[C@@H]1COc2cccc(N3CCN(C)CC3)c2S(=O)(=O)N1	-7	.	.	6	.	.	-2	.	-3	95
O=C(Nc1ccccc1)N1Cc2ccccc2-n2nncc2C1	-7	1	-2.0	-3	-3	-7	1	13	0	103
COC(=O)Cn1cc(C=C2C(=O)NC(=O)NC2=O)c2ccccc21	-17	2	-2.1	13	13	-2	-33	-7	6	100
O=C1NC(=O)C(Nc2ccc(Cl)c(Cl)c2)C(=O)N1	-6	1	-2.1	-28	3	-5	7	6	-2	102
COc1ccc(OCC#CCN2CCC(C)CC2)cc1	-15	-2	-1.2	-7	5	-7	-2	-6	0	101
O=C(Nc1cccc(OC(=O)N2CCCCC2)c1)N1CCCCC1	.	2	1.7	2	-5	-1	-4	-15	4	100
O=C1NC(=O)N(c2ccccc2)C(=O)/C1=C/C=C/c1ccco1	-4	29*	-0.6	22	10	9	19	18	-2	100
Cn1cc(C(=O)OCC(=O)N2CCCCC2)c2ccccc21	-2	-1	-1.7	-4	2	6	-7	4	-2	100
CN1CCN(c2ccc(C=O)cc2)CC1	-4	0	1.0	5	1	-4	0	3	-2	93
CCc1ccc2c(CN3CC=C(c4ccccc4)CC3)cc(=O)oc2c1	-2	4	-2.5	-2	-3	-1	-5	11	-3	93
O=c1c2ccccc2nc(-c2cccs2)n1-c1ccccc1	.	2	-2.3	6	0	4	-6	4	2	105
O=C(Cc1ccccc1)NC(Cc1ccc(Cl)cc1)C(=O)O (configuration not stated)	-2	2	-1.4	4	0	5	4	-11	4	98
Cc1c(C=O)c2ccccc2n1Cc1ccc(F)cc1	-1	-3	0.4	0	15	2	-2	-8	-2	99
CCC/C(=N\O)c1c[nH]c2ccccc12	-1	1	-0.6	2	6	-10	0	4	-1	101
CC(C)N1OC2CC1c1nc3ccccc3n1C2 (configuration not stated)	-9	2	-1.3	-5	5	-5	-2	-2	4	102
CCC1(CCC(C)C)C(=O)NC(=S)NC1=O	-8	0	-1.1	3	7	-1	-1	0	-3	90
CN1CC(C(=O)c2ccccc2)C(c2ccccc2)C1 (configuration not stated)	-14	-3	-1.2	-6	1	7	-2	5	-13	103
CCc1nnc(NS(=O)(=O)c2ccc(N=Cc3c(O)n(-c4ccccc4)c(=O)[nH]c3=O)cc2)s1	-4	2	-1.8	25*	8	1	2	-2	0	99
C=CCOC(=O)c1ccccc1N	.	0	0.2	0	16	.	-4	-4	-4	103
COc1ccc(Cl)cc1NC1=NCC(C)S1 (configuration not stated)	-5	2	-2.5	-9	5	-5	9	11	-2	96
O=c1[nH]c(=O)n(C2CCCCC2)c(O)c1/C=N/N1CCCCC1c1cccnc1 (configuration not stated)	2	3	-0.4	-1	3	1	-3	-6	2	93
CC(C)OP(=O)(OC(C)C)C(O)c1ccc(Br)cc1 (configuration not stated)	-8	-1	0.6	10	1	-2	-4	0	7	98
Cc1cc(O)c2c(c1)C(=O)C13C(=C2O)C(=O)[C@H]2[C@@H](O)[C@@H]1[C@H]1[C@H](O)[C@@H]3C(=O)C3=C(O)c4c(O)cc(C)cc4C(=O)C312 (some centres not stated)	.	-7	-1.8	-5	-2	.	3	3	-4	106
CNC(=O)Oc1ccc(N(C)C)cc1C(C)C	-4	2	-2.0	3	7	13	4	3	2	96
C=CCN1CC[C@]23c4c5ccc(O)c4OC2C(=O)CC[C@@]3(O)C1C5 (some centres not stated)	-4	3	-0.8	2	9	-1	-2	11	5	96
CN1CCC2(CC1)NC(=O)C1=C(CN(C)CC1)N2	.	1	3.4	-2	1	-2	0	1	1	88
CCOC(=O)C1(CCOc2ccccc2)CCN(C(C)CSC)CC1 (configuration not stated)	-20	-3	0.3	-1	6	-13	45	8	-3	96
Remaining list, next part
SMILES	CaV13 ICDI inh	N-glyco inh	MC4R ag barr	ABHD5 PLIN5 PPI	MC4R antagonist	PDI turbidity	Exocytosis inh	Cardio protect	m5-HT2A agonist	ABCB6 inh MLPCN
CCOC(=O)c1[nH]c2ccc(OC)cc2c1C(SCC(=O)O)c1ccc(C(F)(F)F)cc1 (configuration not stated)	-20	4	2.7	2	17	16	3	-6	12	103
Cc1cccc(C)c1OP(N)(=O)OCC(F)(F)F (configuration not stated)	-2	1	-2.9	-2	3	6	0	-1	2	104
CC1CCN(CC#CCOc2ccc(Cl)cc2)CC1	-20	0	-1.0	-2	0	-7	-6	-5	-9	100
CCCCn1c(O)c(C(CC)=NCc2ccc(F)cc2)c(=O)[nH]c1=O	-4	-4	-1.7	-5	-3	3	-2	-5	-1	85
COC(=O)C1=C(c2ccc(OC(F)(F)F)cc2)C[C@@H]2CC[C@H]1N2C(=O)NCCOc1ccc(OC)cc1	-5	-6	3.2	0	11	0	-4	-2	0	99
